Assay outcomes: PubChem BioAssay, Johns Hopkins Ion Channel Center
KCNQ2 inh: KCNQ2 potassium channel inhibitors, primary screen, cell-based, CHO-K1, FluxOR thallium flux, B-score (AID 2156); Potassium voltage-gated channel subfamily KQT member 2 (Rattus norvegicus), O88943; 20 min; hits give low values; B-score at 10 µM; 310,000 tested, 1.1% active;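 active = fluorescence ratio B-score at most minus 3 library SDs, with starting brightness B-score within 2 library SDs, cut at about -5.5 in these data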
Target sequence (O88943 whole entry, looked up): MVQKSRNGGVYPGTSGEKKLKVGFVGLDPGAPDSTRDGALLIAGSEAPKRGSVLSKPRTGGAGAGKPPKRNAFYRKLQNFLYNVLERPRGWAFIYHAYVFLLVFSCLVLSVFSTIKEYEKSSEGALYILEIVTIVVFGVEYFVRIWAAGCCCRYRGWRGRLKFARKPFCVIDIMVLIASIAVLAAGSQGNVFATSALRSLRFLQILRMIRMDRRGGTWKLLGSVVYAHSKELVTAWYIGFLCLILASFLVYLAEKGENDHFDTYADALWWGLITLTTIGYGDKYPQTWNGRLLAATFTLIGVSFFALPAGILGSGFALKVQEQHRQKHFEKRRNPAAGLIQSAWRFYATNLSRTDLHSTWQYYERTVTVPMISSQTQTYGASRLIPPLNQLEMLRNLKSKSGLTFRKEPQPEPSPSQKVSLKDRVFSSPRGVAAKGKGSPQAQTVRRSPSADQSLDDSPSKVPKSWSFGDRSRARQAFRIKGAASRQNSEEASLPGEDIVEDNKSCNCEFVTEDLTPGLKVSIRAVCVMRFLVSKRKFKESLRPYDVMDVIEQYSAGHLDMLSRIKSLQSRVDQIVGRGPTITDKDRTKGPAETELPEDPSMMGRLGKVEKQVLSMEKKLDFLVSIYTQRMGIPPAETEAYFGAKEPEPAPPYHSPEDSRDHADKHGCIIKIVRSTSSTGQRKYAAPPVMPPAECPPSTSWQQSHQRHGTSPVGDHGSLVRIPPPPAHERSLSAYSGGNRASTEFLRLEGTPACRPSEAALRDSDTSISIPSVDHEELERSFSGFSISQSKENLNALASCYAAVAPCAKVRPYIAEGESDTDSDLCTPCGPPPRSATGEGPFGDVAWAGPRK
Kir21 block: inhibitors of mouse Kir2.1 inward-rectifier potassium channel | HEK293-Kir2.1, FluxOR thallium flux fluorescence; hits give low values | Inward rectifier potassium channel 2 (Mus musculus), P35561 | B-score at 10 µM | 310,000 tested, 0.85% active;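 active = fluorescence ratio B-score at or below minus 3 SD of library scores, with starting-brightness B-score within 2 SD, cut at about -4.2 in these data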;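 note: channel flux triggered by added potassium and thallium sulfate stimulus; B-score of peak minus minimum fluorescence over baseline after thallium stimulus; more negative B-score means stronger Kir2.1 block with less thallium influx; some compounds called inactive have numbers as strong as hits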
Starred values were filed as active, the others as inactive; i = inactive.

SMILES | KCNQ2 inh | Kir21 block
O=C(NC12CC3CC(CC(C3)C1)C2)c1cccnc1Cl | i | -0.4
Cc1ccccc1CNC1CCCCC1 | i | 0.47
O=Cc1cn(-c2ccccc2)nc1-c1cc2cc(O)ccc2oc1=O | i | 0.03
CCC(C)[C@H](NC(=O)NCc1ccc(Cl)cc1)C(=O)OC (stereo partly specified) | i | 0.71
COc1ccc(C/C(C)=N/NC(=S)Nc2ccccc2F)cc1 | i | -0.11
N#CC1=C(SCc2ccccc2)NC(=O)CC1c1cccc(O)c1 (stereo unspecified) | i | -1.6
COc1ccccc1CC1CC(=O)N(c2cccc(Cl)c2C)C1=O (stereo unspecified) | i | 3.7
CCCOC(=O)c1ccc(NC(=O)C(=O)NCCN(CC)CC)cc1 | i | -1.5
CC(CN1CCCCCC1)C(=O)NN (stereo unspecified) | i | 1.4
C=CCn1c(SCC(=O)NC(=O)c2cccn2C)nc2ccccc2c1=O | i | 1.4
O=C(CNC(=O)c1ccccc1)OCc1nnc(-c2ccc(Cl)cc2)o1 | i | -0.41
Brc1ccccc1C1=Nn2c(nnc2-c2ccccc2)SC1 | i | -1.1
Cc1cc[n+](CC(=O)c2cccc([N+](=O)[O-])c2)c2ccccc12 | i | -0.59
COc1ccc2cc(S(=O)(=O)N3CCN(C)CC3)ccc2c1 | i | -0.32
C=CCOC(=O)/C(=C\c1ccccc1)NC(=O)c1ccc(C)cc1 | i | -0.26
COc1cc(CN2CCCC(C)C2)ccc1OCc1ccccc1 (stereo unspecified) | i | 0.49
CCCc1nc2ccc(NC(C)=O)cc2c(=O)n1Cc1ccc(Cl)cc1 | i | 1.5
COc1ccc2c(c1)c1c(n2C(C)=O)C(OC(C)=O)=NCC1 | i | -1.1
COc1ccc(-c2cc(-c3n[nH]c(=S)n3-c3cccc4ccccc34)[nH]n2)cc1 | i | -0.04
Cn1nccc1CNC(=O)c1c(Cl)cnn1C | i | -0.9
CC(=O)CCC(=O)OCC(=O)Nc1ccc(SC(F)F)cc1 | i | -1.8
Cn1c(=O)[nH]c(=O)c2c1nc(Br)n2CC(O)COCc1ccccc1 (stereo unspecified) | i | 0.84
Cc1ccc(C(=O)O)cc1NC(=O)C1CCCN1S(=O)(=O)c1cccc2nsnc12 (stereo unspecified) | i | 0.13
CC(C)N(C(C)C)S(=O)(=O)c1ccc(NN)nc1 | i | -0.64
Cc1ccc(NC(=O)c2ccc(F)c(S(=O)(=O)N3CCOCC3)c2)cc1F | i | 0.89
O=C(CSC(=S)N1CCCCC1)N1N=CCC1c1ccccc1 (stereo unspecified) | i | -1
O=C(Nc1ccc(S(=O)(=O)NC2=NCCCCC2)cc1)c1ccc(=O)[nH]c1 | i | -1
Cc1cccc(NC(=S)NCc2ccccn2)c1 | i | -1.2
CCOC(=O)N1CCN(c2cc(=O)n(-c3ccc(Br)cc3)c(=O)[nH]2)CC1 | i | 3
CCOC(=O)C(NC(=O)CC)(Nc1ccccc1)C(F)(F)F (stereo unspecified) | i | 0.02
COc1ccc(NC2=Nc3cccc4cccc2c34)cc1OC | i | 0.14
CN(C)S(=O)(=O)c1ccc(N2CCCC2)c(C(=O)Nc2ccccc2F)c1 | i | -0.4
Cn1cc(CCCC(=O)NCc2ccccc2)c2ccccc21 | i | 0.33
CCCCNC(=O)Cn1c(-c2ccc(OC)cc2)noc1=O | i | -0.01
CCCOc1ccc(/C(O)=C2/C(=O)C(=O)N(CCCn3ccnc3)C2c2cccnc2)cc1 (stereo unspecified) | i | -0.31
CC(=O)c1cccc(N(C(=O)CNC(=O)c2cccs2)C(C(=O)NCC2CCCO2)c2ccccc2)c1 (stereo unspecified) | i | -1.1
CCCC1NC(=O)NC(C)=C1C(=O)OCC (stereo unspecified) | i | -0.47
CCOc1ccc(C2C(C(=O)OC)=CN(C(C)c3ccccc3)C=C2C(=O)OC)cc1 (stereo unspecified) | -7.4* | 1.1
Cc1cc(C)c(NC(=O)CS(=O)CC(=O)NCCCc2ccccc2)c(C)c1 (stereo unspecified) | i | -1.8
CCN1CCN(C(=O)c2ccc3c(c2)N(Cc2ccccc2F)C(=O)c2ccccc2S3(=O)=O)CC1 | i | -0.86
O=C(NCCCn1ccnc1)Nc1ccc(Cl)c(Cl)c1 | i | -0.38
Cc1cc(C)c(C(=O)Nc2ccc(Br)c(C(F)(F)F)c2)c(C)c1 | i | -0.26
Cc1nn(C(C)C(=O)NCCCN2CCCCCC2)c(=O)c2c1sc1ccccc12 (stereo unspecified) | i | 0
CCc1nc2oc3ccc(C)cc3c(=O)c2cc1C(=O)OC | i | -0.07
CCCCOC(=O)Nc1ccc(N(C)C)cc1 | i | 0.95
COc1cccc(NS(=O)(=O)c2cn(C)c(=O)n(C)c2=O)c1 | i | -0.69
O=S(=O)(Nc1ncnc2sc3c(c12)CCC3)c1cc(F)ccc1F | i | 0.95
O=C(Nc1ccc(Br)cc1)Nc1cnccn1 | i | -0.82
CCn1c2ccccc2c2nnc(SCC(=O)NCc3cccs3)nc21 | i | 0.26
CCC(=O)Nc1nc(-c2ccc3c(c2)OCCO3)cs1 | i | -0.08
Nc1nnc(-c2ccc(F)cc2)s1 | i | 0.36
CC(Sc1nnc(-c2cccnc2)n1-c1ccccc1F)C(=O)N1CCCc2ccccc21 (stereo unspecified) | i | 0.58
O=Cc1ccc(-n2cncn2)cc1 | i | 0.99
Cc1cccnc1CCNCc1c(C(=O)N2C[C@@H](C)O[C@@H](C)C2)nc2ccc(Cl)cn12 | i | -0.14
Nc1ncc([N+](=O)[O-])cc1Br | i | 1.5
O=C(O)c1ccc2c(c1)C(=O)N(Cc1ccco1)C2=O | i | 0.08
CCOC(=O)c1c(S(=O)(=O)NCC(=O)NCc2ccccc2)c(C)n(C)c1C | i | 1.5
CC1(C)CC(=O)C2=C(C1)N(CCN1CCOCC1)C1=C(C(=O)CC(C)(C)C1)C2c1cccc(F)c1 | i | 0.02
CCC(C)NC(=O)CN(c1ccc2c(c1)OCO2)S(=O)(=O)c1c(C)n[nH]c1C (stereo unspecified) | i | 0.27
O=C(NCCSc1ccccn1)c1ccc(Cl)cc1 | i | 0.21
Continuation:
SMILES | KCNQ2 inh | Kir21 block
COc1ccc(CCNC(=O)c2cnc(C)cn2)cc1 | i | 0.07
Cc1ccc(C(=O)NCC(=O)N(C)CC(=O)Nc2c(Cl)cccc2Cl)s1 | i | 3.1
Cc1cc(OC(=O)c2ccc(OC(C)C)cc2)c([N+](=O)[O-])c(=O)[nH]1 | i | -0.05
CCc1nc2ccc(C(=O)NCc3ccc(C)o3)cc2nc1CC | i | -0.08
Cc1ccc(N2CC(C(=O)OCC(=O)Nc3ccccc3F)CC2=O)cc1 (stereo unspecified) | i | 2.1
OCCN(CCO)c1ccc(C(c2ccccc2Cl)c2ccc(N(CCO)CCO)cc2Cl)c(Cl)c1 | i | 2.5
Cc1c(C)c2c(OCC(=O)N3CCC[C@H]3C(=O)O)cc3c(c2oc1=O)CCC(C)(C)O3 | i | 0.69
CCOc1ccccc1NC(=O)C(Sc1nnc2ccccn12)c1ccccc1 (stereo unspecified) | i | -0.31
N#Cc1sc2nc(C3CC3)cc(-c3ccc(Cl)cc3)c2c1N | i | -0.13
CC[n+]1cccc(-c2nc3ccccc3s2)c1 | i | 0
O=C(O)CSc1nnc2c(n1)[nH]c1ccccc12 | i | 1.5
Fc1ccc(/C=N/n2c(C3CCCCC3)n[nH]c2=S)cc1 | i | -0.26
O=[N+]([O-])c1ccc(NC(=S)NCCc2ccc(Cl)cc2)cc1 | i | -0.44
O=C(/C=C/c1ccc(F)cc1)c1ccccc1Br | i | -1.5
CC(C)(C)SCCNC(=O)CSc1ccccc1 | i | 0.4
Cc1cc(NCC2CCCO2)n2c(nc3ccccc32)c1C#N (stereo unspecified) | i | 0.03
COc1cc(NC(=O)c2c(Cl)cnn2C)c(OC)cc1Cl | i | -0.17
Oc1c(Br)cc(Br)cc1/C=N/Nc1ccc(Cl)nn1 | i | -0.5
Cc1ccc(NC(=O)c2ccccc2NC(=O)Cc2ccccc2)cc1 | i | -0.04
O=C(O)c1cc(NC(=O)c2ccccc2[N+](=O)[O-])ccc1O | i | 0.16
COCc1cccc(NC(=O)Cc2cccc3ccccc23)c1 | i | 1.1
COc1ccc(NC(=S)NN2CCN(C)CC2)cc1OC | i | 0.69
CNC(=O)COc1ccc(S(=O)(=O)Nc2ccccc2)cc1 | i | -1.7
CCn1cc(C(=O)OCC(=O)c2cc(C)n(-c3cccc(C(F)(F)F)c3)c2C)c(=O)c2ccc(C)nc21 | i | -0.03
CCCSc1nc2sc3c(c2c(=O)[nH]1)CC(C)CC3 (stereo unspecified) | i | 0.72
CC(c1nnc(SCC(=O)c2c(N)n(C)c(=O)n(C)c2=O)n1-c1ccc(Cl)cc1)N(C)C (stereo unspecified) | i | 0.95
COc1cccc(C(=O)NC(=S)Nc2cccnc2)c1 | i | -0.27
Cc1cccc(N2CCN(C(=O)C3CCN(S(=O)(=O)c4cnc[nH]4)CC3)CC2)c1C | i | -0.56
O=C(NC1CC2CCCC(C1)N2S(=O)(=O)c1ccccc1)c1ccco1 (stereo unspecified) | i | -0.46
Cc1cc(NC(=O)CCC(=O)N(c2ccccc2C)C(C(=O)NC2CCCC2)c2ccccc2)no1 (stereo unspecified) | i | 0.5
CNS(=O)(=O)c1cccc(C(=O)NNC(=O)c2ccc(COc3ccccc3)cc2)c1 | i | -1.2
Cc1ccccc1N1C(=O)CC1(C#N)c1ccc(OCc2ccccc2)cc1 (stereo unspecified) | i | -1
CCn1nc2cc(C(=O)NCCc3cccs3)ccc2c1OC | i | -1.4
COC(=O)c1ccc(OCC2NCCc3cc(OC)c(OC)cc32)cc1 (stereo unspecified) | i | 0.38
O=C(Nc1ccccn1)c1ccc(-c2ccccc2)cc1 | i | 0.3
COc1cccc(-n2c(Cn3nc(C(F)F)cc3C(F)F)n[nH]c2=S)c1 | i | 1.1
CC(=O)Nc1ccc(NC(=O)Cc2sc(-c3cccnc3)nc2-c2ccc(C)cc2)cc1 | i | -1.9
NC(=O)CC(NC(=O)Cc1ccc(Br)cc1)c1ccc(N2CCc3ccccc3C2)c([N+](=O)[O-])c1 (stereo unspecified) | i | 0.12
Cc1cc(C)n2nc(C(=O)OCCOc3ccc(F)cc3)nc2n1 | i | 1.1
COC(=O)c1ccccc1NC(=O)CCCN1C(=O)C(c2ccccc2)Oc2cccnc21 (stereo unspecified) | i | -0.75
Fc1ccccc1-c1nc(-c2cnccc2C(F)(F)F)no1 | i | -1.1
CCN(Cc1ccncc1)Cc1nc(CC2CC2)no1 | i | -1.8
Cc1ccc(C2=CSC3=NCCN23)c(C)c1 | i | 0.15
Brc1ccc2c(c1)CNc1c(ncnc1N1CCOCC1)O2 | i | 0.02
CC(=O)N1CCC(=NNc2nc3ccccc3s2)CC1 | i | 0.68

Exported with values under each structure: entries from further up.
The line under a structure holds: KCNQ2 inh, Kir21 block
COc1cccc(C(=O)NC(=S)Nc2cccnc2)c1
 : i, -0.27
Cc1cccc(N2CCN(C(=O)C3CCN(S(=O)(=O)c4cnc[nH]4)CC3)CC2)c1C
 : i, -0.56
O=C(NC1CC2CCCC(C1)N2S(=O)(=O)c1ccccc1)c1ccco1 (stereo unspecified)
 : i, -0.46
Cc1cc(NC(=O)CCC(=O)N(c2ccccc2C)C(C(=O)NC2CCCC2)c2ccccc2)no1 (stereo unspecified)
 : i, 0.5
CNS(=O)(=O)c1cccc(C(=O)NNC(=O)c2ccc(COc3ccccc3)cc2)c1
 : i, -1.2
Cc1ccccc1N1C(=O)CC1(C#N)c1ccc(OCc2ccccc2)cc1 (stereo unspecified)
 : i, -1
CCn1nc2cc(C(=O)NCCc3cccs3)ccc2c1OC
 : i, -1.4
COC(=O)c1ccc(OCC2NCCc3cc(OC)c(OC)cc32)cc1 (stereo unspecified)
 : i, 0.38
O=C(Nc1ccccn1)c1ccc(-c2ccccc2)cc1
 : i, 0.3
COc1cccc(-n2c(Cn3nc(C(F)F)cc3C(F)F)n[nH]c2=S)c1
 : i, 1.1
CC(=O)Nc1ccc(NC(=O)Cc2sc(-c3cccnc3)nc2-c2ccc(C)cc2)cc1
 : i, -1.9
NC(=O)CC(NC(=O)Cc1ccc(Br)cc1)c1ccc(N2CCc3ccccc3C2)c([N+](=O)[O-])c1 (stereo unspecified)
 : i, 0.12
Cc1cc(C)n2nc(C(=O)OCCOc3ccc(F)cc3)nc2n1
 : i, 1.1
COC(=O)c1ccccc1NC(=O)CCCN1C(=O)C(c2ccccc2)Oc2cccnc21 (stereo unspecified)
 : i, -0.75
Fc1ccccc1-c1nc(-c2cnccc2C(F)(F)F)no1
 : i, -1.1
CCN(Cc1ccncc1)Cc1nc(CC2CC2)no1
 : i, -1.8

Next section
SMILES | KCNQ2 inh | Kir21 block
O=C(O)CC1S/C(=N\N=C/c2ccccc2)N(c2ccc(O)cc2)C1=O (stereo unspecified) | i | 1.9
CC(C)=CCc1c(C)nc2ccccc2c1C(=O)O | i | 0.67
Cc1ccc(CNC(=O)CSc2c3c(nc4cc(Cl)ccc24)CCCC3)o1 | i | -0.93
CC(=O)Nc1ccc(C2CC(c3ccc(Cl)cc3)=NN2c2ccccc2)cc1 (stereo unspecified) | i | -1.4
Fc1ccc(-c2csc(N3CCC(c4ccccc4)C3)n2)cc1 (stereo unspecified) | -9.5* | -1.1
Cc1ccc(CNC(=O)C2CCC(=O)N(CCc3ccccc3)C2)s1 (stereo unspecified) | i | 0.95
CN(C)S(=O)(=O)c1cccc(CSCc2cccc(S(=O)(=O)N(C)C)c2)c1 | i | -3
CC(C)(C)c1ccc(OCC(=O)Nc2ccncc2)c(Br)c1 | i | 0.95
COC(=O)[C@@H]1CCCN1C(=O)CCc1nnc(CCc2c[nH]c3ccccc23)o1 | i | -1.2
CC1Cc2ccccc2N1S(=O)(=O)c1cccc(C(=O)N2CCN(c3ncccn3)CC2)c1 (stereo unspecified) | i | -8.5e-16
O=C(Cn1c(-c2cscn2)nc2ccccc21)Nc1ccc(Cl)cc1 | i | -1.9
